NSD2 HMT inh: NSD2 histone methyltransferase inhibitors, primary screen, biochemical, AlphaScreen, single concentration, set 2 | AID 743445, 2014 | NSD2 peptide methylation, 120 min | hit rate 0.54% among 310,000 | Histone-lysine N-methyltransferase NSD2 (Homo sapiens), O96028 | inhibition, % at 12.5 µM; in the data active = inhibition above about 50%
MITF act: activators of MITF-driven TRPM1 promoter reporter, primary screen, cell-based, SK-MEL-5, luciferase, single point | activation, % at 12.5 µM | AID 588334, 2011 | hit rate 0.75% among 300,000 | SK-MEL-5 TRPM1-promoter luciferase, 24 h; % of positive control, neutral wells = 0;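 active = mean activation of at least 80% with every replicate also reaching 80%; inconclusive = mean reaches 80% but some replicate falls short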;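 note: 0% = neutral control wells and 100% = parthenolide positive control wells; values of inactives mirror those of a sister screen read the other way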
SR-BI DiI inh: inhibitors of SR-BI mediated HDL lipid uptake, primary screen, ldlA[mSR-BI] cells, fluorescence, single point; inhibition, % at 12.5 µM; Scavenger receptor class B member 1 (Mus musculus), Q61009; AID 488896, 2010; hit rate 0.96% among 320,000; ldlA[mSR-BI] CHO cells, DiI-HDL uptake fluorescence, 3 h;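 active = mean replicate inhibition of at least 70% and a set share of replicates each scoring 70 or more; inconclusive = meets just one of the two criteria; inactive = fails both criteria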;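 note: 0% = median of neutral control wells and 100% = median of positive control wells; values of inactives mirror those of a sister screen read the other way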
Target sequence (Q61009 whole entry, looked up): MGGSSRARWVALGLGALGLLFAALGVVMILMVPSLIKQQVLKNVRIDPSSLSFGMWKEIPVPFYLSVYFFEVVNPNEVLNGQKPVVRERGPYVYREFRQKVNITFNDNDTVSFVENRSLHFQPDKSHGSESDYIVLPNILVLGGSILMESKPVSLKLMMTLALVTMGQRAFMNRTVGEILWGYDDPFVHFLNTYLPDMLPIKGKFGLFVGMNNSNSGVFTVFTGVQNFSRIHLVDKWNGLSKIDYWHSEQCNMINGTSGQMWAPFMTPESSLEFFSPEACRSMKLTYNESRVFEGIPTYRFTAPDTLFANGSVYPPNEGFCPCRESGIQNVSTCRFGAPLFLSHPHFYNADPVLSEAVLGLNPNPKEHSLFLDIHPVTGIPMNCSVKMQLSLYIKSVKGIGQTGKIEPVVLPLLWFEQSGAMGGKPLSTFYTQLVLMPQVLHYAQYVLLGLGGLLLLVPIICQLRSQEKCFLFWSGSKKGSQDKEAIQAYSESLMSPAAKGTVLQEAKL
CAL PDZ FP-1: untagged CAL PDZ binding inhibitors, primary screen, biochemical, fluorescence polarization, HTS; Golgi-associated PDZ and coiled-coil motif-containing protein (Homo sapiens), Q9HD26; purified CAL PDZ, TMR-peptide fluorescence polarization, 1 h; inhibition, % at 24.9 µM; hit rate 0.92% among 300,000; AID 602252, 2012;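 active = mean inhibition of at least 30% with at least half of replicates also reaching 30%; inconclusive = no clear call, values can overlap the other calls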;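 note: 0% = DMSO neutral control and 100% = excess unlabeled competitor peptide PRC23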
SR-BI DiI-HDL act: activators of SR-BI mediated DiI-HDL uptake, primary screen, ldlA[mSR-BI] CHO cells, DiI fluorescence. 3 h; 100 = double the neutral-control signal. activation, % at 12.5 µM. hit rate 0.096% among 320,000;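 active = mean replicate activation of at least 60% and every replicate at or above 60%; inconclusive = mean or all-replicate condition met, but not both; inactive = mean below 60% and not all replicates reaching 60%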;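 note: 0% = median plate neutral-control signal and 100% = twice that signal; values of inactives mirror those of a sister screen read the other way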
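System: CHO ldlA[mSR-BI] cells / Medium: HEPES-buffered (25 mM, pH 7.4) F12 plus 0.5% BSA / Probe or stimulus: labelled HDL, 10 µg/mL / Doses: single compound concentration, delivered by pin transfer / Schedule: 3 h, 37 °C / Measured by: DiI fluorescence, bottom read / Measure: cell-associated DiI fluorescence as measure of HDL uptake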
CAL PDZ FP-2: CAL PDZ peptide-binding inhibitors, primary screen, biochemical, fluorescence polarization, Cer-tagged CAL PDZ, HTS | Golgi-associated PDZ and coiled-coil motif-containing protein (Homo sapiens), Q9HD26 | hit rate 0.02% among 330,000 | AID 504414, 2011 | inhibition, % at 20 µM | purified CAL PDZ, TMR-peptide fluorescence polarization, 1 h;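 active = highest replicate inhibition of at least 40%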;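 note: plate controls were DMSO neutral control wells for no effect and unlabeled competitor peptide control wells for full effect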
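System: tagged CAL PDZ domain. Schedule: 1 h room-temperature incubation prior to read. Signal: fluorescence polarization (mP). Measure: percent inhibition from loss of millipolarization.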
dFosB act: activators of delta FosB homodimer, primary screen, biochemical, fluorescence polarization, TAMRA-CDK5 oligo, single point | Protein FosB (Mus musculus), P13346 | purified delta FosB; percent of positive-control signal above neutral wells | activation, % at 25 µM | hit rate 0.99% among 340,000 | AID 493131, 2011;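 active = mean activation above about 17%, with every replicate also reaching it, limit read from the data, passing the limit was not always enough; inconclusive = only one of the two conditions met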;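 note: fluorescence polarization rise as delta FosB binds a TAMRA Cdk5 AP-1 oligo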
Target sequence (P13346 whole entry, looked up): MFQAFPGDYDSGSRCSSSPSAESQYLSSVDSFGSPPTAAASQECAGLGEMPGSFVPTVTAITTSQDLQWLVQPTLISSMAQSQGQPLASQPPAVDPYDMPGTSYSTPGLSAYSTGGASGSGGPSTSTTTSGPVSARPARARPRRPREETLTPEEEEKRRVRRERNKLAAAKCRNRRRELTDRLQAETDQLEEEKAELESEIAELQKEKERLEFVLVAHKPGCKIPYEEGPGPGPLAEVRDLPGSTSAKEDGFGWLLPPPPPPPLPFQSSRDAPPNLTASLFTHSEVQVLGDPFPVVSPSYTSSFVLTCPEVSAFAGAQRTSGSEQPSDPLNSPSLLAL
PfHsp90 yeast 2: growth inhibition of PfHsp90-expressing yeast, primary screen, antimalarial PfHsp90 inhibitor project, S. cerevisiae, BacTiter-Glo luminescence, single point, set 2; hit rate 0.32% among 310,000; BacTiter-Glo ATP, 48 h; yeast lacking PDR1 and PDR3 efflux regulators; inhibition, % at 9.4 µM;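 active = every replicate shows inhibition above about 80%, whatever the replicate mean, limit read from the data; inconclusive = mean inhibition reaches the set limit but some replicate falls short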;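 note: 0% = DMSO neutral controls and 100% = 20 µM radicicol positive controls; yeast relying on Plasmodium falciparum Hsp90 in place of its own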
PvdQ acylase: P. aeruginosa PvdQ acylase inhibitors, primary screen, biochemical, fluorescence, plate reader and imaging, single point; hit rate 0.063% among 340,000; inhibition, % at 10 µM; PvdQ acylase [Pseudomonas aeruginosa LESB58]; purified PvdQ acylase; in the data active = inhibition above about 30%, passing the limit was not always enough; inconclusive = no clear call, values can overlap the other calls;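 note: 0% = vehicle neutral wells and 100% = reference inhibitor wells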
Rtt109 HAT inh: inhibitors of C. albicans Rtt109/Vps75 HAT, primary screen, biochemical, ThioGlo CoA-SH fluorescence, plate reader; hit rate 0.16% among 330,000; AID 540336, 2011; Histone acetyltransferase RTT109 (Candida albicans (strain SC5314 / ATCC MYA-2876)), …; purified Rtt109/Vps75, 4 h; inhibition, % at 34.9 µM;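 active = inhibition of at least 50% in every replicate; inconclusive = best replicate reaches 50% inhibition but some replicates fall short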
Active calls of the source: *; ? = inconclusive; nt = not tested or not shown.

SMILES	NSD2 HMT inh	MITF act	SR-BI DiI inh	CAL PDZ FP-1	SR-BI DiI-HDL act	CAL PDZ FP-2	dFosB act	PfHsp90 yeast 2	PvdQ acylase	Rtt109 HAT inh
COc1ccc(C(=O)NC(C)c2cc(OC)c(OC)cc2Br)cc1 (stereo unspecified)	8	-6	-17	nt	17	-1.5	-2	nt	-1	3
COc1ccc(N2CCN(C(=O)c3ccc4c(c3)OCO4)CC2)cc1	1	1	-18	-1	18	-0.3	-7	-24	-7	-24
Cc1ccc(C(=O)O)cc1-c1ccc(/C=C2\SC(=O)N(CC(=O)Nc3ccccc3)C2=O)o1	19	-2	-1	4	1	-3.7	-7	-48	-8	-2
O=C(CCc1nc2ccccc2c(=O)[nH]1)NNC(=O)c1ccc(F)cc1	1	4	-1	-3	1	0.0	-7	38	-10	4
CCCC1NC(=S)N(C2CCCCC2)C1=O (stereo unspecified)	-2	5	8	-9	-8	-0.1	-6	12	-6	-12
O=C(CSc1nc2cccnc2n1Cc1ccccc1)NCc1ccco1	5	-10	-24	65*	24	nt	-2	-10	-21	22
O=C(Cn1c(NCCCO)nc2ccccc21)c1cccs1	nt	-2	-4	nt	4	-0.7	-9	23	-10	4
COc1ccc(Cl)cc1S(=O)(=O)NC(C)C(=O)NCc1ccccn1 (stereo unspecified)	33	-15	nt	nt	nt	-0.2	-6	-8	-14	-5
CN(C)c1ccc(CNC(=O)C2CCC(CNc3c(N4CCCCC4)c(=O)c3=O)CC2)cc1 (stereo unspecified)	2	4	-6	-3	6	-3.3	2	4	-8	-9
O=C(C/C=N/OCc1c(Cl)cccc1Cl)c1ccc(Cl)cc1	-2	nt	6	-3	-6	-3.8	-4	nt	12	4
COc1ccc(CCN(C)C(=O)CSc2nnc(C3CC3)n2N)cc1OC	-2	-2	-3	3	3	-2.1	-6	1	-6	5
CC1CCC2(CC1)NC(=O)N(CC(=O)Nc1ccc3c(c1)OCCCO3)C2=O (stereo unspecified)	-5	12	-12	2	12	-1.2	14	2	-3	0
COC(=O)c1ccc(NC(=O)C(C)Oc2ccccc2)cc1 (stereo unspecified)	-1	-7	-14	3	14	-1.4	2	-3	-10	1
Cc1onc(C(=O)N2CCC(Cc3ccccc3)CC2)c1[N+](=O)[O-]	3	0	-230	nt	?	-0.9	-7	19	-19	8
O=C(CCc1nc2ccccc2c(=O)[nH]1)Nc1cc(C(F)(F)F)ccc1N1CCCC1	1	-4	1	nt	-1	-0.1	-8	-31	-23	-4
CC(=O)N1CCN(Cc2nc3cc(NC(=O)c4ccccc4)ccc3n2C)CC1	0	12	34	7	-34	-3.1	0	20	-13	-4
COCC(C)n1c(SCC(=O)Nc2ccc3c(c2)OCCO3)nc2ccccc2c1=O (stereo unspecified)	-1	-5	1	nt	-1	-1.7	-11	15	-4	6
Oc1ccc(-c2onc(C(F)(F)F)c2-c2cscn2)c(O)c1	-2	-9	-3	0	3	-1.0	-1	0	-9	2
CC(C)n1nc(C(=O)NNC(=O)c2ccc(OC(F)F)cc2)c2ccccc2c1=O	-1	-3	-15	10	15	0.0	-4	nt	-13	5
Cc1ccc(CCNC(=O)c2nnc(CS(=O)(=O)c3ccccc3)o2)cc1	nt	-8	-24	-3	24	0.2	-6	-10	-10	-2
O=C(O)c1ccc(-n2cc(-c3cc4ccccc4oc3=O)[nH]c2=S)cc1	6	24	13	-2	-13	-2.5	-7	-28	-18	4
CC(C)(C)c1ccc(C(=O)Nc2ccc(S(N)(=O)=O)cc2)cc1	-4	-2	40	-4	-40	-1.0	-3	1	9	7
CCN1CCN(C(=O)CN(C)S(=O)(=O)c2ccc(OC)cc2)CC1	4	nt	-10	0	10	-2.1	-9	nt	-6	-59
COc1ccc(-c2cc(CCC(=O)N3CCN(c4cc(C)ccc4C)CC3)[nH]n2)cc1	nt	6	8	-1	-8	0.6	-11	-10	-10	2
CCCCN(C)C(=O)CCC(=O)Nc1ccc2nc(N3CCOCC3)cc(C)c2c1	nt	nt	18	-9	-18	-0.1	-3	12	-9	-2
O=C(COc1ccc2ccc(=O)oc2c1)Nc1ccc2c(c1)OCCO2	-1	23	-7	nt	7	-0.7	1	nt	-9	0
CCN(CC)S(=O)(=O)c1ccc(Cc2ncc(C(F)(F)F)cc2Cl)s1	-4	-6	-1	-2	1	-1.5	-8	14	10	-6
Cc1nn(Cc2ccccc2)c(C)c1C(=O)Nc1ccc(N2CCOCC2)cc1	4	-13	9	14	-9	0.2	-4	-19	-15	-4
O=[N+]([O-])c1cc(C(F)(F)F)cc([N+](=O)[O-])c1NCCNC(=S)Nc1cccc(F)c1	4	nt	15	-8	-15	-0.3	1	15	-7	6
O=C1CNC(=S)N1CCOc1ccccc1	1	nt	-18	-11	18	-0.8	-10	0	-17	-7

Entries listed so far that have a Cl atom, in the order listed:
SMILES	NSD2 HMT inh	MITF act	SR-BI DiI inh	CAL PDZ FP-1	SR-BI DiI-HDL act	CAL PDZ FP-2	dFosB act	PfHsp90 yeast 2	PvdQ acylase	Rtt109 HAT inh
COc1ccc(Cl)cc1S(=O)(=O)NC(C)C(=O)NCc1ccccn1 (stereo unspecified)	33	-15	nt	nt	nt	-0.2	-6	-8	-14	-5
O=C(C/C=N/OCc1c(Cl)cccc1Cl)c1ccc(Cl)cc1	-2	nt	6	-3	-6	-3.8	-4	nt	12	4
CCN(CC)S(=O)(=O)c1ccc(Cc2ncc(C(F)(F)F)cc2Cl)s1	-4	-6	-1	-2	1	-1.5	-8	14	10	-6

The list goes on.
SMILES	NSD2 HMT inh	MITF act	SR-BI DiI inh	CAL PDZ FP-1	SR-BI DiI-HDL act	CAL PDZ FP-2	dFosB act	PfHsp90 yeast 2	PvdQ acylase	Rtt109 HAT inh
O=C(NNS(=O)(=O)c1ccc(Cl)cc1)c1ccc(S(=O)(=O)N2CCCCC2)cc1	0	-6	9	-2	-9	-0.8	-10	-17	5	3
CC(C)Cc1nc2oc3c(NCC4CCCO4)ncnc3c2c2c1CCC2 (stereo unspecified)	0	-8	25	-6	-25	-3.8	-24	26	-20	-2
Cc1ccc(C(=O)NCC(=O)OCc2cccc(Br)c2)cc1	1	-4	-8	-5	8	-2.3	-4	-13	-7	4
COc1ccc(C(NC(C)=O)c2nccc3cc(OC)c(OC)cc23)cc1OC (stereo unspecified)	0	1	15	nt	-15	0.5	1	30	-12	4
COCCCN=C(c1ccco1)n1c(=S)nc(-c2ccco2)n(CCCOC)c1=S	8	31	4	0	-4	-0.4	-5	1	5	-4
CCOC(=O)/C=C/C(=O)OCC(=O)Nc1ccc(Cl)cc1Cl	nt	15	-22	-5	22	-0.7	-6	-1	-7	-10
CCc1ccccc1NC(=O)c1onc(C)c1Cl	nt	nt	-5	nt	7	0.0	-6	0	-2	-18
CCOP(=O)(c1ccc(N(C)C)cc1)C(O)c1ccc(C)cc1 (stereo unspecified)	4	1	-28	-6	28	0.3	-6	-1	-12	6
CC(=O)Nc1ccc(-c2csc(NC(=O)CCCc3cccs3)n2)cc1	2	9	22	-41	-22	-1.9	-5	31	-8	nt
N#Cc1cc(-c2ccc(Cl)cc2)cnc1Sc1ccccc1	-5	2	22	nt	-22	-0.8	-1	24	-7	1

Compound profiles, from the list above:
CCOC(=O)/C=C/C(=O)OCC(=O)Nc1ccc(Cl)cc1Cl in the list: NSD2 HMT inh: nt; MITF act: 15; SR-BI DiI inh: -22; CAL PDZ FP-1: -5; SR-BI DiI-HDL act: 22; CAL PDZ FP-2: -0.7; dFosB act: -6; PfHsp90 yeast 2: -1; PvdQ acylase: -7; Rtt109 HAT inh: -10
N#Cc1cc(-c2ccc(Cl)cc2)cnc1Sc1ccccc1 in the list: NSD2 HMT inh: -5; MITF act: 2; SR-BI DiI inh: 22; CAL PDZ FP-1: nt; SR-BI DiI-HDL act: -22; CAL PDZ FP-2: -0.8; dFosB act: -1; PfHsp90 yeast 2: 24; PvdQ acylase: -7; Rtt109 HAT inh: 1

Continuation:
SMILES	NSD2 HMT inh	MITF act	SR-BI DiI inh	CAL PDZ FP-1	SR-BI DiI-HDL act	CAL PDZ FP-2	dFosB act	PfHsp90 yeast 2	PvdQ acylase	Rtt109 HAT inh
O=C(NCc1ccccc1)Nc1cccn(Cc2c(F)cccc2Cl)c1=O	3	-4	14	nt	-14	-0.6	-6	10	-8	-4
CCCCn1c(N)c(N(CCOC)C(=O)c2ccc(-c3cccc(C(F)(F)F)c3)o2)c(=O)[nH]c1=O	-3	-1	9	-3	-9	-2.1	-11	nt	7	nt
COc1ccc(N2CCN(CCC(N)=O)CC2)cc1	-1	4	-13	-2	13	0.2	-2	-34	-6	-11
CN1C2CCC1CC(NC(=O)CSc1ccc(Cl)cc1)C2 (stereo unspecified)	-2	-7	-19	6	19	-0.3	4	7	-7	-20
COc1ccc(-c2ccc(SC)nn2)cc1	-4	-26	nt	-2	nt	-4.2	-12	53	-1	3
CCC1CCCCN1C(=S)Nc1ccc(S(=O)(=O)Nc2ncccn2)cc1 (stereo unspecified)	3	5	3	1	nt	-0.3	-1	-4	8	-5
Cc1nn(Cc2cccc(C(=O)O)c2)c(C)c1[N+](=O)[O-]	-4	-12	-14	0	14	-3.1	-5	-18	1	-4
CCOC(=O)Cc1c(C)nc2c(-c3ccc(Cl)cc3)cnn2c1C	17	27	12	-1	-12	0.1	-1	-6	-4	-1
N#CCSc1nc2c(cc1C#N)CCCC2	-1	nt	7	-2	-7	-0.1	-7	-8	10	2

Assay outcomes deposited in PubChem by Broad Institute.
